CHO-K1 Ca PAM – M1 PAM counterscreen hit in parental CHO-K1 cells; ATP EC20, Fluo-8 calcium fluorescence; 0% at ATP EC20, 100% at ATP max; activation, % at 3 µM; hit rate 0.02% among 360,000; AID 602247;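 active = activation above the run cutoff, the mean activation of all test compounds plus 3 SD, cut at about 40% in these data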;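 also: peak over basal fluorescence ratio in a 140 s read after ATP addition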
V1R ag counter – V1a receptor agonism, counter-screen for OXTR agonists; AID 2797; CHO-V1R cells, Fluo-8 calcium fluorescence, agonist mode; 0% DMSO, 100% 3 nM vasopressin; P37288; hit rate 0.25% among 320,000; activation, % at 3 µM;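 active = activation above the mean activation of all tested compounds plus 3 SD, per screening run, cut at about 20% in these data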;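 also: signal is peak over basal fluorescence ratio across a 100 second FLIPR read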
CHO-K1 Ca ag – counter-screen for M1 agonists: effect in parental CHO-K1 cells | Fluo-8 calcium fluorescence; scaled to maximal ATP response, vehicle zero | activation, % at 3 µM | hit rate 0.48% among 360,000 | AID 602248; in the data active = activation above about 15%;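 also: untransfected CHO-K1 host cells lacking M1 receptor as counterscreen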
OXTR agonist – activates the human oxytocin receptor; P30559; CHO-OTR cells, Fluo-8 calcium fluorescence; normalized: DMSO 0%, oxytocin 100%; activation, % at 3 µM; hit rate 0.32% among 320,000;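 active = activation above the mean of all tested compounds plus 3 SD, cutoff set per screening run, cut at about 20% in these data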;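 also: peak over basal fluorescence ratio from a 100 s FLIPR kinetic read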
Target sequence (P30559 whole entry, looked up): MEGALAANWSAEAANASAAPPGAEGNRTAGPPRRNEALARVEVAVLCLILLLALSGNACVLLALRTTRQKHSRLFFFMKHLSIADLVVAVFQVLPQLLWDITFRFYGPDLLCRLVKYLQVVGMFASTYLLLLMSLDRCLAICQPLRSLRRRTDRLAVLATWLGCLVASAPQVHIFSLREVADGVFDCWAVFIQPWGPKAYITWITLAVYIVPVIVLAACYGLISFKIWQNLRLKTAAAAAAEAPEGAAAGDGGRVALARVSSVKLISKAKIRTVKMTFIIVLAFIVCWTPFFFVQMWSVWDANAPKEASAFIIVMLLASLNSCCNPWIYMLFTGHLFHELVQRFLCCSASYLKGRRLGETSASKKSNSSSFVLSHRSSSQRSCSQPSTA
OXTR potentiate – potentiates the human oxytocin receptor response. P30559. CHO-OTR cells, Fluo-8 calcium fluorescence, potentiator mode; 0% = oxytocin EC15, 100% = EC100. activation, % at 3 µM. hit rate 0.061% among 320,000. AID 2445;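 active = activation above that plate's cutoff, the mean activation of tested compounds plus 3 SD, cut at about 6.6% in these data, passing the limit was not always enough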;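 also: 100% uses oxytocin at 75 nM as the full agonist control; some results filed as inactive read as strong as hits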
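Replication – single well per compound, singlicate · Assay system – CHO cell line stably expressing human OTR · Timing – 6 min pre-incubation, 100 s read · Measure – normalized max/min fluorescence ratio, % activation · Doses – 3.0 µM, one dose · Detection – Fluo-8 calcium dye fluorescence · Probe or stimulus – oxytocin near EC15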
CHO parental Ca – counter-screen: ATP calcium response change in parental CHO cells; parental CHO-K1, ATP-induced calcium, Fluo-8 fluorescence; inhibition, % at 5.6 µM; hit rate 0.63% among 330,000; AID 463079;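 active = inhibition above that plate's mean sample inhibition plus 3 SD, cut at about 26% in these data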;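 also: 0% = ATP-challenged DMSO wells and 100% = DMSO wells without ATP; some compounds past the cut are filed as inactive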
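Test system: parental CHO cells; detection: calcium-sensitive Fluo-8 fluorescence; evaluation: percent inhibition of calcium signal; also added: ATP as calcium-mobilizing challenge; repeats: one well per compound; control set: ATP-challenged DMSO wells low, unchallenged DMSO wells high; compound: single nominal dose of 5.6 µM per compound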
CHO-K1 Ca antag – M1 antagonist counterscreen hit in parental CHO-K1 cells | ATP-induced calcium, Fluo-8 fluorescence | AID 602250 | hit rate 0.6% among 360,000 | inhibition, % at 3 µM;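 active = inhibition above a per-plate cutoff, the plate's mean sample inhibition plus 3 SD, cut at about 24% in these data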;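 also: 0% = DMSO plus EC80 ATP and 100% = DMSO alone without ATP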
GPR7 antag – blocks human GPR7 receptor signaling; GPR7-expressing cells, fluorescence antagonist assay; inhibition, % at 4.4 µM; hit rate 1.1% among 290,000; AID 1861; in the data active = inhibition above about 16%, passing the limit was not always enough;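 also: cells stimulated with the agonist NPW; 0% = agonist with vehicle and 100% = vehicle without agonist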
Target sequence (P48145 whole entry, looked up): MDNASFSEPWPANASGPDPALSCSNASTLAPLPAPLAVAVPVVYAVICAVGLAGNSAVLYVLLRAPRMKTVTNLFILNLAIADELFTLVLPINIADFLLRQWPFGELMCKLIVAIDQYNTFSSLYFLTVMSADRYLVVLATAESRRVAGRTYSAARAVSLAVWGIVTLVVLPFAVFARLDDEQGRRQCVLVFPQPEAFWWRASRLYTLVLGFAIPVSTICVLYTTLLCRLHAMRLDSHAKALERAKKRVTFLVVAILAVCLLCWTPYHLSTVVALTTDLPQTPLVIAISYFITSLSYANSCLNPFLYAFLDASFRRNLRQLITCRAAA
TAAR1 antagonist – human TAAR1 antagonism; CHO RD-HGA16 TAAR1, Fluo-8 calcium fluorescence, antagonist; inhibition, % at 3 µM; hit rate 1.5% among 360,000; AID 624466;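 active = inhibition above a per-plate cutoff, the mean inhibition of test compounds on that plate plus 3 SD, cut at about 49% in these data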;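 also: 0% = DMSO plus EC80 beta-PEA response and 100% = DMSO alone without agonist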
Target sequence (Q96RJ0 whole entry, looked up): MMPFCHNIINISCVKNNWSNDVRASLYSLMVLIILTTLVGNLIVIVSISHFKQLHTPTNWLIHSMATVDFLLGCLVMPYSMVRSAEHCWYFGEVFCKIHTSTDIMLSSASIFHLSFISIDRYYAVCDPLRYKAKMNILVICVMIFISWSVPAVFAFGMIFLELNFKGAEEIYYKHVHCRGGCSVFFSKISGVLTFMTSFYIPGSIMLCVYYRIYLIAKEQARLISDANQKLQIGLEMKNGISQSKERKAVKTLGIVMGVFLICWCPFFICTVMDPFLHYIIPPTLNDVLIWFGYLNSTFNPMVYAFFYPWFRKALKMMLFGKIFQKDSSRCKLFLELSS
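Assay system: RD-HGA16 CHO cells with stable hTAAR1 and Gα16 / Reagent: EC80 β-phenethylamine stimulus / Doses: 3 µM, single point / Timing: dye loading 75 min at 37 °C, then 30 min room temperature / Measured by: Fluo-8 intracellular calcium dye fluorescence, real-time kinetic reads / Controls: vehicle wells and EC80 agonist wells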
* hit, by the source's call; x = not tested or not shown.

SMILES	CHO-K1 Ca PAM	V1R ag counter	CHO-K1 Ca ag	OXTR agonist	OXTR potentiate	CHO parental Ca	CHO-K1 Ca antag	GPR7 antag	TAAR1 antagonist
O=C(/C=C/c1ccco1)Nc1nc(-c2ccccc2)cs1	24	2.0	1.1	0.3	-5	0	-9	5	1
CN(C)P(=NC(=O)COc1ccc(Cl)cc1Cl)(N(C)C)N(C)C	20	1.3	0.4	0.9	5	-14	-6	5	x
Cc1ccc(CN2CCN(CC3CC4C=CC3C4)CC2)cc1 (stereo unspecified)	-5	0.4	0.0	0.3	-1	-1	6	-4	-23
O=c1[nH]c(=O)c2[nH]c(=O)n(-c3ccccc3)c2[nH]1	21	x	1.6	x	x	x	-15	x	-14
Cc1ccc(S(=O)(=O)C2(C(=O)Nc3ccc4c(c3)OCO4)CC2)cc1	23	-1.5	0.8	-0.3	-4	-2	-9	-4	-25
CC(=O)Nc1ccc(NC(=O)c2sc(-c3ccccc3)nc2C)cc1	0	9.1	3.2	2.0	-5	-17	-1	5	28
CCCn1c2ccccc2c2nnc(SCC(=O)Nc3c(C)n(C)n(-c4ccccc4)c3=O)nc21	-10	2.4	0.5	-1.9	2	-21	14	-12	11
COc1ccc(OC)c(C(C(=O)NCc2ccco2)N(C(=O)Cn2nnc3ccccc32)C2CC2)c1 (stereo unspecified)	11	-0.4	1.1	-0.3	-3	-29	-13	-12	18
O=C(NNC(=S)Nc1ccc(Cl)cc1Cl)c1ccncc1	15	0.1	-0.1	-2.5	-1	0	-4	-1	-5
Cc1c2cnn(CC(=O)NCc3ccccn3)c(=O)c2c(C)n1Cc1ccc(Cl)cc1	7	0.7	2.3	0.8	-7	0	-8	4	-2

Full records, quoted from the list. Screens in order: CHO-K1 Ca PAM | V1R ag counter | CHO-K1 Ca ag | OXTR agonist | OXTR potentiate | CHO parental Ca | CHO-K1 Ca antag | GPR7 antag | TAAR1 antagonist
O=c1[nH]c(=O)c2[nH]c(=O)n(-c3ccccc3)c2[nH]1 in the list: 21 | x | 1.6 | x | x | x | -15 | x | -14
O=C(NNC(=S)Nc1ccc(Cl)cc1Cl)c1ccncc1 in the list: 15 | 0.1 | -0.1 | -2.5 | -1 | 0 | -4 | -1 | -5

Returning to the listing with the three entries that preceded the break.
SMILES	CHO-K1 Ca PAM	V1R ag counter	CHO-K1 Ca ag	OXTR agonist	OXTR potentiate	CHO parental Ca	CHO-K1 Ca antag	GPR7 antag	TAAR1 antagonist
COc1ccc(OC)c(C(C(=O)NCc2ccco2)N(C(=O)Cn2nnc3ccccc32)C2CC2)c1 (stereo unspecified)	11	-0.4	1.1	-0.3	-3	-29	-13	-12	18
O=C(NNC(=S)Nc1ccc(Cl)cc1Cl)c1ccncc1	15	0.1	-0.1	-2.5	-1	0	-4	-1	-5
Cc1c2cnn(CC(=O)NCc3ccccn3)c(=O)c2c(C)n1Cc1ccc(Cl)cc1	7	0.7	2.3	0.8	-7	0	-8	4	-2
COc1ccc(S(=O)(=O)NCC2CCC(C(=O)NCCC(C)C)CC2)cc1 (stereo unspecified)	19	2.8	0.6	0.8	-2	-4	-10	-7	-2
CC1(C(=O)NS(=O)(=O)c2ccc(Cl)cc2)CCN1C(=O)CCc1ccc(Cl)cc1Cl (stereo unspecified)	-1	x	-0.6	x	x	x	-2	x	14
CC(=O)Nc1ccc2ccc3cccc4ccc1c2c34	12	0.8	5.1	0.5	-10	-1	2	-4	0
Cc1ccccc1CN(c1ccc(C(=O)Nc2ccccc2C(=O)N2CCCC2)cc1)S(C)(=O)=O	-8	0.9	1.1	0.3	-5	-9	16	-11	11
C=CCN1CN(S(=O)(=O)c2cccc(Cl)c2)c2nc3ccccc3nc21	0	11	0.8	10	-4	0	-9	-8	-27
COc1ccc(N(CC(=O)NC2CCCC2)C(=O)CCC(=O)Nc2cc(C)on2)c(OC)c1	18	0.0	1.6	-0.5	0	-4	1	-10	3
Cc1oc(-c2ccc(Cl)cc2)nc1CN1CCCN(C(=O)c2ccco2)CC1	8	2.4	4.6	1.7	-6	-36	-14	-24	-10
O=C(NCc1ccc(-c2csnn2)cc1)c1cc(Cl)cc(Cl)c1	1	0.0	0.0	-2.5	-5	-12	2	-3	-10
COC(=O)c1sccc1NC(=O)c1c(F)c(F)c(F)c(F)c1F	19	-1.2	0.4	-2.6	5	-19	-9	x	-14
CC(C)(C)OC(=O)N1CCC(c2cc(-c3cccs3)n[nH]2)CC1	16	1.6	3.8	0.3	-16	-13	-14	-7	-22

Entries shown so far that contain a thiophene ring, fused or not (two):
SMILES	CHO-K1 Ca PAM	V1R ag counter	CHO-K1 Ca ag	OXTR agonist	OXTR potentiate	CHO parental Ca	CHO-K1 Ca antag	GPR7 antag	TAAR1 antagonist
COC(=O)c1sccc1NC(=O)c1c(F)c(F)c(F)c(F)c1F	19	-1.2	0.4	-2.6	5	-19	-9	x	-14
CC(C)(C)OC(=O)N1CCC(c2cc(-c3cccs3)n[nH]2)CC1	16	1.6	3.8	0.3	-16	-13	-14	-7	-22

Other structures follow.
SMILES	CHO-K1 Ca PAM	V1R ag counter	CHO-K1 Ca ag	OXTR agonist	OXTR potentiate	CHO parental Ca	CHO-K1 Ca antag	GPR7 antag	TAAR1 antagonist
CSc1nnc(CCNC(=O)OC(C)(C)C)o1	16	0.0	0.7	0.4	-4	-10	-12	-4	-14
O=C1c2cccc3cccc(c23)C(=O)N1CCCN(C(=O)c1cccs1)c1cccc(F)c1	4	-0.1	0.3	1.5	-1	-13	-10	-9	11
Cn1cccc1CC(=O)NNC(=O)Nc1ccc(Cl)cc1	18	-0.1	0.7	-0.2	-7	-3	-10	-5	11
COc1cc2c(cc1OC)C(COc1ccc(F)cc1)NCC2 (stereo unspecified)	-18	1.4	0.3	0.5	-8	-14	11	9	-3
COc1ccc(CN2CCN(C(=O)c3ccco3)CC2)cc1OC	10	0.1	-0.2	-0.2	-4	-12	-10	-5	24
CCSc1ncc(Cl)c(C(=O)Nc2ccccc2)n1	20	-2.3	-0.6	-2.3	-4	-11	-12	-9	-5
COc1ccc(-n2nc3cc(C)c(NC(=S)NC(=O)c4ccccc4C)cc3n2)cc1	24	-0.1	0.8	1.0	-1	-10	-9	2	-7
CCc1nccn1S(=O)(=O)c1cc(OC)ccc1OC	14	0.3	0.7	-0.7	-3	-10	-6	-9	-15
CN(CC1CCOCC1)C(=O)CC1C(=O)NCCN1C/C=C/c1ccccc1 (stereo unspecified)	17	2.0	1.1	0.2	-4	-6	-9	7	-10
CC(=O)N1N=C(N)SC1c1ccc(Cl)c(Cl)c1 (stereo unspecified)	6	x	0.7	x	x	x	8	x	-5
CN1C=CC2=C(C#N)C(N)C(C#N)(C#N)C(c3ccccc3)C2C1 (stereo unspecified)	15	1.6	1.2	0.6	-8	-6	-2	-2	1
Cc1cc(C)nc(SCc2ccc(C(=O)NN=C3C4CC5CC(C4)CC3C5)cc2)n1	17	1.1	0.0	-1.4	2	-23	-15	2	-11
CC1=NN(C(=O)Cc2ccc([N+](=O)[O-])cc2)C(O)(c2cccnc2)C1 (stereo unspecified)	5	0.6	0.3	0.6	-6	-2	3	13	10
COc1ccccc1NC(=O)Cn1cc(C(=O)C2CC2)c2ccccc21	-9	0.9	0.8	-0.9	-4	-17	-8	-5	8
O=C(O)c1cc([N+](=O)[O-])c(N2CCCC2)c([N+](=O)[O-])c1	16	-0.7	-0.1	0.1	0	-13	7	-6	-17
CCOC(=O)Nc1ccc2c(c1)N(C(=O)CCN(CC)CC)c1ccccc1CC2	12	2.6	0.7	-0.1	4	-4	-13	12	-17
O=c1ccn(-c2ccccc2)[nH]1	-1	-0.9	0.0	-0.9	-9	-7	-7	-1	9
O=C(COc1ccc([N+](=O)[O-])cc1)NC(=O)NC1CCS(=O)(=O)C1 (stereo unspecified)	8	x	0.4	x	x	x	5	x	-10
Cc1cc(NC(=O)CCC(=O)N(Cc2ccco2)C(C(=O)NCC2CCCO2)c2ccncc2)no1 (stereo unspecified)	0	-0.1	-0.1	-0.2	-6	-14	1	-17	4
Cc1ccc(S(=O)(=O)N(C)c2ccc(C(=O)Nc3ccccc3C(=O)N3CCOCC3)cc2)cc1	-25	-0.3	3.8	0.3	-14	-2	15	-4	-4

As entered above:
For OXTR agonist, `CN(C)P(=NC(=O)COc1ccc(Cl)cc1Cl)(N(C)C)N(C)C` reads 0.9
For CHO-K1 Ca ag, `COc1ccc(-n2nc3cc(C)c(NC(=S)NC(=O)c4ccccc4C)cc3n2)cc1` reads 0.8
For OXTR agonist, `CCCn1c2ccccc2c2nnc(SCC(=O)Nc3c(C)n(C)n(-c4ccccc4)c3=O)nc21` reads -1.9
For V1R ag counter, `COC(=O)c1sccc1NC(=O)c1c(F)c(F)c(F)c(F)c1F` reads -1.2
For CHO-K1 Ca ag, `COc1ccccc1NC(=O)Cn1cc(C(=O)C2CC2)c2ccccc21` reads 0.8
For TAAR1 antagonist, `C=CCN1CN(S(=O)(=O)c2cccc(Cl)c2)c2nc3ccccc3nc21` reads -27

Continued.
SMILES	CHO-K1 Ca PAM	V1R ag counter	CHO-K1 Ca ag	OXTR agonist	OXTR potentiate	CHO parental Ca	CHO-K1 Ca antag	GPR7 antag	TAAR1 antagonist
Cc1cc(C)n(CCCN2CCC(C(=O)Nc3cccc(-c4cccc(F)c4)c3)CC2)n1	-20	9.3	4.6	12	-11	-13	20	23	24
O=C(c1cc2ccccn2n1)N1CCN(c2ccccn2)CC1	10	0.5	1.2	-0.2	-1	-11	-6	-11	35
O=[N+]([O-])c1cccc(NN=Nc2ccccc2)c1	9	-2.2	1.6	-1.8	-1	-17	-11	-7	11
Nc1c(C(=O)Nc2ccc(Br)cc2)sc2nc(-c3ccco3)ccc12	17	-0.5	2.4	-0.2	-3	-9	-16	15	30
Cn1cc(C(c2ccccc2OCC(=O)O)c2cn(C)c3ccccc23)c2ccccc21	-5	0.8	0.8	1.8	-1	-6	1	1	-3
Cc1ccc(C)c2nc(Cl)c(C#N)cc12	11	0.4	0.5	-0.7	-4	19	-12	-1	-31
CN(CCOc1ccccc1)C(=O)c1ccc2c(=O)n3c(nc2c1)CCC3	-14	-0.8	0.2	-1.4	0	-18	-1	x	-36
CCN1CCN(C(=S)c2ccc(OCC(=O)N3CCOCC3)cc2)CC1	20	-0.1	0.4	1.0	-1	10	1	-3	-8

Screening results from PubChem BioAssay.
